High-throughput results deposited in PubChem BioAssay by several laboratories.
CSN deneddyl inh: inhibitors of CSN-mediated cullin deneddylation, primary screen, biochemical, fluorescence polarization, uHTS | 360,000 compounds, 0.38% hits | COP9 signalosome complex subunit 5 (Homo sapiens), Q92905 | AID 651999, 2013 | Purified CSN, SCF-Nedd8-OG deneddylation | inhibition, % at 12.5 µM;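 active means pattern-corrected inhibition above about 35%, with an unprinted fluorescence ratio check between 0.5 and 1.5, limit read from the data, passing the limit was not always enough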;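 further: 0% = enzyme with substrate and 100% = substrate without enzyme; some results filed as inactive read as strong as hits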
Target sequence (Q92905 whole entry, looked up, one chain of several): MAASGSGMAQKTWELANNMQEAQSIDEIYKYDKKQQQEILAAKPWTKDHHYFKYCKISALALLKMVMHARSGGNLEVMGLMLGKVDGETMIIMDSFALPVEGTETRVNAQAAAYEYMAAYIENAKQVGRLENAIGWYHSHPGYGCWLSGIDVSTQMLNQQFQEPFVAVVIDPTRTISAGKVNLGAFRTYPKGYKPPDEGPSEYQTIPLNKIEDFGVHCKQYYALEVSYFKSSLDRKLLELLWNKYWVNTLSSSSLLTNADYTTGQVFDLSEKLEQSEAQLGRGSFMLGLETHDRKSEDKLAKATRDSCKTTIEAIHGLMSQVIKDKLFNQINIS
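Test system: Human Csn5 produced in HEK293T cells | Compound: 12.5 µM single point | Times: 90 min, room temperature | Signal: Fluorescence polarization readout | Read-out basis: % inhibition of substrate cleavage by Csn5 | Controls: no-enzyme wells high, enzyme-with-substrate wells low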
NadD block: inhibitors of S. aureus NadD, primary screen, biochemical, colorimetric, uHTS; purified NadD enzyme, colorimetric absorbance read-out; Nicotinate-nucleotide adenylyltransferase NadD (Staphylococcus aureus N315); 360,000 compounds, 0.78% hits; inhibition, % at 20 µM; in the data active means inhibition above about 26%; further: some compounds past the cut are filed as inactive
MsrA inh: bovine MsrA enzyme inhibitors, primary screen, biochemical, absorbance, HTS; inhibition, % at 15.5 µM; 360,000 compounds, 0.75% hits; AID 651718, 2012; purified bovine MsrA, absorbance read-out; in the data active means inhibition above about 4.5%;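 further: 0% = vehicle wells with enzyme and 100% = reference inhibitor wells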
SUMO1-SIM PPI: modulators of SUMO1 protein-protein interactions, primary screen, biochemical, uHTS. SUMO1 binding to a labelled peptide, TR-FRET, 1 h. inhibition, % at 20 µM. 360,000 compounds, 0.33% hits. AID 602429, 2012; in the data active means inhibition above about 37%
Target sequence (P63165 whole entry, looked up): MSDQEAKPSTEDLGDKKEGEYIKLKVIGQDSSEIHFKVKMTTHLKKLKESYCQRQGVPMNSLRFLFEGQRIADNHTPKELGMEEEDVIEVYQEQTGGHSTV
LMPTP inh: LMPTP phosphatase inhibitors, primary screen, biochemical, fluorescence intensity, uHTS. Low molecular weight phosphotyrosine protein phosphatase (Homo sapiens), P24666. recombinant LMPTP-A, OMFP fluorogenic substrate. inhibition, % at 20 µM. 360,000 compounds, 0.22% hits. AID 651560, 2012;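 active means compounds that cut the enzyme signal by at least half of the control window in the single-dose screen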;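 further: plate controls were DMSO wells with enzyme plus substrate for no effect and substrate without enzyme for full effect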
Target sequence (P24666 whole entry, looked up): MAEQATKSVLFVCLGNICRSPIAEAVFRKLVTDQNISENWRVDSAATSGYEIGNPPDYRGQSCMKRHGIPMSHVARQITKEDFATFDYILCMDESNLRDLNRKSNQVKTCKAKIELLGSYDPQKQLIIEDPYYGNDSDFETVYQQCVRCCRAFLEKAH
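test system = LMPTP-A | amount = 0.625 nM LMPTP-A final | reagent = fluorogenic phosphatase substrate OMFP at 400 µM final | incubation = 50 min at room temperature | benchmarks = no-enzyme low control, uninhibited high control | medium = Bis-Tris pH 6.0, DTT, detergent | signal = fluorescence intensity of OMFP turnover product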
TbMetRS inhib: T. brucei MetRS inhibitors, primary screen, biochemical, luminescence; methionyl-tRNA synthetase (Trypanosoma brucei brucei); purified T. brucei MetRS, ATP depletion, Kinase-Glo luminescence; inhibition, % at 11.9 µM; 360,000 compounds, 0.4% hits;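 active means inhibition above a per-plate cutoff of the control wells' mean inhibition plus 3 SD, cut at about 5.5% in these data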;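 further: 0% = DMSO wells median and 100% = median of wells with control inhibitor compound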
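Assay system: T. brucei methionyl-tRNA synthetase, purified | Medium: HEPES buffer with MgCl2, KCl, DTT, spermine, BSA, pyrophosphatase | Compound: 11.9 µM single point | Incubation: 15 min enzyme-compound preincubation, 2 h reaction, 10 min detection, 25 °C | Measured by: Kinase-Glo luciferase luminescence reporting remaining unconsumed ATP | Measure: % inhibition normalized to control-well medians | Replication: Singlicate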
Scp1 inh: Scp-1 phosphatase inhibitors, primary screen, biochemical, colorimetric, uHTS | Recombinant Scp1, phosphopeptide, malachite green phosphate absorbance | 340,000 compounds, 0.88% hits | Carboxy-terminal domain RNA polymerase II polypeptide A small phosphatase 1 (Homo … | inhibition, % at 20 µM;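 active means inhibition above about 50% at 20 µM, limit read from the data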;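 further: plate controls were DMSO wells with enzyme for no effect and wells lacking enzyme for full effect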
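Assay system: SCP-1 catalytic fragment, aa 76-261 | Buffer or medium: Tris acetate buffer pH 5.5 with MgCl2 and Tween-20 | Compound: One concentration, 20 µM, with 1.0% DMSO | Also added: Phospho 17-mer peptide substrate | Signal: Absorbance at 630 nm | Incubation: 45 min enzyme reaction at room temperature | Measure: % inhibition of SCP-1 phosphate liberation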
DNMT1 block: human DNMT1 methyltransferase inhibitors, primary screen, biochemical, molecular beacon, fluorescence, HinP1I cleavage, uHTS | DNA (cytosine-5)-methyltransferase 1 (Homo sapiens), P26358 | inhibition (reported as % activation of signal), % at 10 µM | 360,000 compounds, 0.83% hits; in the data active means inhibition above about 50%
Rpn11 inh: Rpn11 (PSMD14) deubiquitinase inhibitors, primary screen, biochemical, fluorescence polarization, uHTS. human 26S proteasome, Ub4-pepOG fluorescence polarization; 20S core pre-blocked with epoxomicin. 360,000 compounds, 0.59% hits. calls only at 20 µM;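 active means inhibition at 20 µM, scaled to each plate's controls, above about 33%, limit read from the data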
Target sequence (O00487 whole entry, looked up): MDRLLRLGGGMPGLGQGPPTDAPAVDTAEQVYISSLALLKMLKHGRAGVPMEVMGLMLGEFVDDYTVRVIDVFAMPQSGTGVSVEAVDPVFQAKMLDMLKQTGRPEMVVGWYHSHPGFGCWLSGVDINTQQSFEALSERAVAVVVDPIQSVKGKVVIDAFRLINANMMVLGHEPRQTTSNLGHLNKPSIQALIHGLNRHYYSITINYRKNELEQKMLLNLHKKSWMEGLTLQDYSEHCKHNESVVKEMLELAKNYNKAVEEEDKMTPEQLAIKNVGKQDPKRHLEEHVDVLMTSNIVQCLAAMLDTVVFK
STEP block: STEP phosphatase inhibitors, primary screen, biochemical, fluorescence intensity, uHTS | recombinant STEP, OMFP fluorogenic substrate | inhibition, % at 20 µM | 360,000 compounds, 0.25% hits;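 active means inhibition at 20 µM, scaled per plate between control wells, above about 37%, limit read from the data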;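 further: 0% = DMSO with enzyme and substrate and 100% = substrate only without enzyme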
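Material: STEP (striatal-enriched tyrosine phosphatase) enzyme, cell-free; Compound dosing: 20 µM single dose in 1% DMSO; Technique: fluorescence read at 480 nm ex / 540 nm em; Times: reaction 20 min, ambient temperature; Medium: 50 mM Bis-Tris pH 6.0 with 2.5 mM DTT and 0.005% Tween 20; Also added: OMFP at 25 µM.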
Active calls of the source: *; i = inactive; nt = not tested or not shown; + = active, no number.

SMILES	CSN deneddyl inh	NadD block	MsrA inh	SUMO1-SIM PPI	LMPTP inh	TbMetRS inhib	Scp1 inh	DNMT1 block	Rpn11 inh	STEP block
COc1ccc(CCNC(=O)CCCOc2cc(=O)n(C)c3ccccc23)cc1OC	1	-4	-0.7	-1	-0.9	-0.5	-3	1	i	0
O=C(CN1C(=O)NC2(CCc3ccccc32)C1=O)c1ccc(Br)cc1 (stereo not drawn)	5	-8	-0.9	6	1.1	-0.7	-1	-9	i	-1
CCOC(=O)c1ccc(NC(=O)COc2ccc(S(=O)(=O)N3CCCC3)cc2)cc1	0	-2	0.3	2	1.3	-0.6	-6	0	i	0
CC(C(=O)c1ccccc1)[n+]1cccc(C(N)=O)c1 (stereo not drawn)	2	-4	1.2	-1	0.3	-0.5	0	4	i	-2
CC1(C(=O)N2CC3(CC(c4cccc([N+](=O)[O-])c4)=NO3)C[C@H]2C(=O)NCC(N)=O)CC1 (stereo partly drawn)	0	-5	-1.0	-34	-1.4	-0.2	-9	-4	i	1
Cc1cc([N+](=O)[O-])c(N2CCC[C@@H]2C(=O)O)c([N+](=O)[O-])c1	0	3	-1.0	-21	1.0	0.0	-3	0	i	0
CCOC(=O)c1ccc(NCCOC)c([N+](=O)[O-])c1	-1	-3	-1.4	-31	0.7	-0.2	-10	2	i	-1
CCOc1ccccc1N1CCN(C(=O)c2ccccc2)CC1	3	2	1.1	9	-1.9	-0.6	-1	-1	i	-2
c1cncc(CNc2nc(N3CCOCC3)nc(N3CCOCC3)n2)c1	-3	-3	-0.6	3	-1.2	-0.3	-4	-1	i	-1
O=C(COC(=O)c1ccc([N+](=O)[O-])o1)NCc1ccc(F)cc1	-3	-7	1.1	-26	-0.9	0.0	-8	-5	i	1
O=C(Nc1ccc(Br)cc1)N1CCCC(O)C1 (stereo not drawn)	1	-7	0.5	-1	-1.0	-0.6	-6	-1	i	-5
COc1ccc(C(C(=O)NC2CCCCC2)n2c(=O)c(-c3ccco3)nc3ccccc32)cc1 (stereo not drawn)	16	nt	0.1	-13	1.5	-0.6	nt	nt	nt	nt
O=C(NC1CCCCC1)C(c1ccncc1)N(Cc1ccccc1)C(=O)c1ccc(-c2ccccc2)[nH]1 (stereo not drawn)	-2	8	0.5	-5	0.5	-1.2	12	-10	i	1
CCCCCc1c(-c2ccc(Br)cc2)ncn1CCc1ccccc1OC	0	1	0.4	1	10.0	-0.6	nt	nt	nt	nt
CCc1nc2c(=O)[nH]cnc2o1	0	-2	0.8	7	-1.7	-0.2	nt	0	i	0
CCOC(=O)c1ccc[n+](CC(=O)c2ccccc2)c1	1	4	-0.4	-4	0.9	1.0	-2	-2	i	0
O=C(N/N=C/c1ccco1)c1ccc(NC(=O)C2CCCCC2)cc1	6	7	3.3	-13	0.7	0.2	12	7	i	0
COc1cccc(CNC(=O)c2ccc3nc[nH]c3c2)c1	-1	0	-0.4	1	3.4	-1.3	-2	0	i	-2
CN1CCN(/N=C/c2ccc(-c3ccccc3)cc2)CC1	-1	-8	1.0	-14	0.2	0.0	-3	-2	i	1
COc1ccc(NC(=O)CN2C(=O)NC(C)(C3CCCCC3)C2=O)c(OC)c1 (stereo not drawn)	1	-3	0.6	0	-1.9	0.0	-8	0	i	2

Ordered by SMILES length (ascending): 3 of the compounds above
SMILES	CSN deneddyl inh	NadD block	MsrA inh	SUMO1-SIM PPI	LMPTP inh	TbMetRS inhib	Scp1 inh	DNMT1 block	Rpn11 inh	STEP block
CCOC(=O)c1ccc(NCCOC)c([N+](=O)[O-])c1	-1	-3	-1.4	-31	0.7	-0.2	-10	2	i	-1
c1cncc(CNc2nc(N3CCOCC3)nc(N3CCOCC3)n2)c1	-3	-3	-0.6	3	-1.2	-0.3	-4	-1	i	-1
O=C(CN1C(=O)NC2(CCc3ccccc32)C1=O)c1ccc(Br)cc1 (stereo not drawn)	5	-8	-0.9	6	1.1	-0.7	-1	-9	i	-1

Reformatted: 4 of the compounds above.
SMILES: CCCCCc1c(-c2ccc(Br)cc2)ncn1CCc1ccccc1OC
  CSN deneddyl inh: 0
  NadD block: 1
  MsrA inh: 0.4
  SUMO1-SIM PPI: 1
  LMPTP inh: 10.0
  TbMetRS inhib: -0.6
  Scp1 inh: nt
  DNMT1 block: nt
  Rpn11 inh: nt
  STEP block: nt

SMILES: CCc1nc2c(=O)[nH]cnc2o1
  CSN deneddyl inh: 0
  NadD block: -2
  MsrA inh: 0.8
  SUMO1-SIM PPI: 7
  LMPTP inh: -1.7
  TbMetRS inhib: -0.2
  Scp1 inh: nt
  DNMT1 block: 0
  Rpn11 inh: i
  STEP block: 0

SMILES: CCOC(=O)c1ccc[n+](CC(=O)c2ccccc2)c1
  CSN deneddyl inh: 1
  NadD block: 4
  MsrA inh: -0.4
  SUMO1-SIM PPI: -4
  LMPTP inh: 0.9
  TbMetRS inhib: 1.0
  Scp1 inh: -2
  DNMT1 block: -2
  Rpn11 inh: i
  STEP block: 0

SMILES: O=C(N/N=C/c1ccco1)c1ccc(NC(=O)C2CCCCC2)cc1
  CSN deneddyl inh: 6
  NadD block: 7
  MsrA inh: 3.3
  SUMO1-SIM PPI: -13
  LMPTP inh: 0.7
  TbMetRS inhib: 0.2
  Scp1 inh: 12
  DNMT1 block: 7
  Rpn11 inh: i
  STEP block: 0

Carrying on.
SMILES	CSN deneddyl inh	NadD block	MsrA inh	SUMO1-SIM PPI	LMPTP inh	TbMetRS inhib	Scp1 inh	DNMT1 block	Rpn11 inh	STEP block
CCOC(=O)CSc1nnc(CNc2ccccc2Cl)n1-c1ccccc1	4	3	0.3	3	-0.2	1.1	-7	-1	i	2
COc1ccc(N)cc1NC(=O)CN1CCOCC1	-3	-5	-0.1	-5	-0.8	0.6	nt	-1	i	-1
CCOC(=O)C1/C(=N\O)CC(C)(O)C(C(=O)OCC)C1c1ccc(N(C)C)cc1 (stereo not drawn)	-4	6	-0.2	0	-2.4	-1.0	1	0	i	2
Cc1c(Cl)cccc1Nc1ccccc1C(=O)O	4	-3	-0.1	14	-0.9	-1.3	-17	-1	i	-2
O=C(COC(=O)C1(c2ccccc2F)CCCC1)N1CCc2ccccc21	-15	3	0.4	-1	0.7	-0.1	-5	2	i	1
CC1Sc2ccc(S(=O)(=O)CCC(=O)NCc3ccccc3Cl)cc2NC1=O (stereo not drawn)	-1	-2	nt	4	-0.7	1.2	-1	-4	i	-1
CCOC(=O)C1CCN(c2ncnc3c2nnn3Cc2ccccc2Cl)CC1	6	-3	0.9	-1	-0.1	-0.4	-1	3	i	-4
CSc1ccc(/C=N/NC(=O)c2ccc(C)c(C)c2)cc1	10	0	1.7	0	13	0.3	83*	6	+	5
S=c1[nH]nc(-c2cc(-c3ccco3)[nH]n2)n1-c1cccc2ccccc12	27	28	1.1	33	2.4	0.8	48	15	i	-2
O=S(=O)(Nc1cccnc1)c1ccccc1	3	-1	1.0	2	0.4	0.3	-6	3	i	5
CCOC(=O)C1CCCN(S(=O)(=O)c2ccc(-c3cc(C)no3)s2)C1 (stereo not drawn)	4	-8	1.8	-18	-1.4	-0.8	-6	-1	i	-2
CCn1c(SCC(=O)Nc2cccnc2Cl)nnc1-c1ccccc1	-4	0	1.7	1	-2.5	-0.9	-8	-1	i	-2
O=C1NCCCC1(c1ccccc1)c1ccccc1	3	0	-0.3	2	-0.5	0.1	nt	5	i	1
CSCC[C@@H](Nc1nc(-c2ccccc2)nc2c1oc1ccccc12)C(=O)O	0	7	-0.9	7	2.9	-0.1	2	1	i	0
CN(CC(=O)Nc1cccc(F)c1)C(=O)c1ccc(C(=O)c2ccccc2)cc1	-4	0	-0.7	-3	0.9	-0.3	10	1	i	0
OC(COc1ccc(Br)cc1)CN1CCOCC1 (stereo not drawn)	4	-1	-0.5	-3	-2.6	0.0	1	1	i	-2
CCOC(=O)c1ccc(CNC(=O)Cn2nnc(-c3ccccc3F)n2)o1	-4	0	-0.6	-1	-1.2	-1.9	-9	1	i	7
COc1ccc2cc(CN(CC3CCCO3)C(=O)Nc3ccccc3OC)c(=O)[nH]c2c1 (stereo not drawn)	5	5	2.3	0	1.2	1.6	3	-1	i	2
CCCCn1c(N)c(N(CC(C)C)C(=O)c2cc(-c3ccco3)nc3ccccc23)c(=O)[nH]c1=O	17	9	0.1	4	7.4	0.3	28	21	i	0
Cc1cc(C(=O)OCC(=O)c2ccccc2)c2ccccc2n1	0	-1	0.3	-15	1.5	-0.1	-2	-2	i	-1
CC(C)(C)c1ccc(C(CC(=O)O)NC(=O)Cc2ccccc2)cc1 (stereo not drawn)	4	-2	0.2	-1	-2.0	-0.4	-10	3	i	0
COc1ccc(-c2noc(CCC(=O)NCC3CCN(Cc4cccc(C)c4)CC3)n2)cc1	-4	3	-0.3	-1	1.4	-2.0	-12	-10	i	-1
CC(=O)c1cccc(NS(=O)(=O)c2ccc(NC(=O)N3CCCCC3)cc2)c1	5	1	-0.3	2	0.6	-0.3	-9	-1	i	1
Cc1cc(N2CCOCC2)ccc1/C=C\[N+](=O)[O-]	5	8	-1.1	-2	-2.6	-0.7	-3	0	i	-2
